# Compound activity deposited in PubChem BioAssay by Sanford-Burnham Center for Chemical Genomics.
# tim10-1 inh – growth inhibitors of tim10-1 mutant yeast. S. cerevisiae tim10-1 ts strain growth, BacTiter-Glo, 24 h. inhibition, % at 20 µM. 2.2% of 330,000 active. AID 463190;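 active means inhibition of at least 40%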;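 further: mutant grown at 25 °C; 0% = DMSO wells with yeast and 100% = wells holding no yeast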
# TIM10 inh – growth inhibitors of TIM10 yeast strain; S. cerevisiae TIM10 strain growth, BacTiter-Glo luminescence, 24 h; inhibition, % at 10 µM; 1.4% of 330,000 active;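 active means inhibition of 40% or more at the single tested concentration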;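 further: wild-type TIM10 isogenic control strain grown at permissive 25 °C; 0% = DMSO yeast wells and 100% = minimal medium wells without yeast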
# UPR XBP1 act – activators of adaptive arm of unfolded protein response (XBP1) | 0.33% of 330,000 active | CHO-XBP1 luciferase reporter, IRE1-XBP1 UPR activation, luminescence; percent of tunicamycin response, DMSO as zero | AID 463104 | activation, % at 20 µM;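 active means versus positive control, 20 µM dose yields 30% or more activation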;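 further: 100% = tunicamycin at 10 µg/mL and 0% = DMSO only wells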
#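 Material: CHO-XBP1 cells stably carrying IRE1-XBP1-driven luciferase reporter | Medium: F12 with 10% serum | Compound dosing: 20 µM single concentration, DMSO 1% | Incubation: Overnight seeding at 37 °C, 6 h compound treatment at 37 °C | Detection: Steady-Glo luminescence read | Read-out basis: % activation of reporter signal versus tunicamycin and DMSO controls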
# NR3A LBD binder – modulates the human NR3A ligand-binding domain. AID 1259313. Tm shift relative to glycine control, % at 25 µM. 2.5% of 340,000 active. NR3A LBD differential scanning fluorimetry, Tm shift; 0% = protein alone, 100% = glycine-bound protein;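 active means melting temperature shift of at least 10% of the positive control shift, at one fixed dose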
# UPR CHOP act – apoptotic UPR (CHOP) activation | CHO-CHOP luciferase reporter, luminescence; percent of tunicamycin response over DMSO baseline | activation, % at 10 µM | 0.34% of 330,000 active | AID 449763;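 active means at 10 µM dose, activation of 40% or more, normalized to positive control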;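 further: 100% = tunicamycin at 10 µg/mL and 0% = DMSO alone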
#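 Material: CHO-CHOP cells, stable luciferase reporter of PERK-eIF2a-CHOP signalling; quantity: 500 reporter cells seeded per well; buffer or medium: F12 medium containing 10% fetal bovine serum; compound: one dose, 10 µM in 0.5% DMSO; incubation: 6 h compound treatment, 37 °C; measured by: Steady-Glo luciferase luminescence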
# APJ ag – APJ receptor agonism | P35414 | CHO-K1 APJ PathHunter beta-arrestin, luminescence; 0% DMSO wells, 100% apelin | activation, % at 20 µM | 0.11% of 330,000 active | AID 2520;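 active means activation more than six SD over the plate average, tested at 20 µM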;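 further: 0% = DMSO alone and 100% = apelin-13 at 10 nM; some results filed as inactive read as strong as hits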
#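 Assay system: CHO-K1 cells stably expressing ProLink-tagged human APJ and arrestin–beta-gal acceptor. Compound dosing: 20 µM single point, 1% DMSO. Times: 16-18 h seeding, 90 min dark compound exposure, 60 min detection. Detection: beta-gal luminescence. Evaluation: APJ–arrestin association signal. Controls: negative DMSO alone, positive Apelin-13 at 10 nM.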
# tim23-1 inh – growth inhibitors of tim23-1 mutant yeast; AID 463212; S. cerevisiae tim23-1 growth, BacTiter-Glo luminescence, 24 h; inhibition, % at 20 µM; 1.3% of 330,000 active;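 active means growth inhibition of the mutant yeast at or above 50%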;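 further: temperature-sensitive mutant grown at 25 °C; plate controls were DMSO-treated mutant yeast for no effect and medium wells lacking yeast for full effect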
# NALP3 yeast inh – NALP3 inhibition in yeast. inhibition, % at 10 µM. AID 2825. Yeast reconstituted NLRP3/ASC/caspase-1, beta-gal luminescence, 24 h. 0.39% of 330,000 active;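 active means inhibition of 50% or more; inactive means inhibition below 50%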;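 further: plate controls were induced DMSO wells for no effect and uninduced yeast grown without galactose for full effect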
# Mdm2 MdmX PPI – human Mdm2/MdmX binding inhibition | O15151+Q00987 | SaOS-2 split-luciferase Mdm2/MdmX complementation, luminescence | inhibition, % at 8 µM | 3% of 330,000 active | AID 485346;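 active means inhibition of at least 50% at 8 µM in the primary screen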
# Target sequence (O15151 whole entry, looked up): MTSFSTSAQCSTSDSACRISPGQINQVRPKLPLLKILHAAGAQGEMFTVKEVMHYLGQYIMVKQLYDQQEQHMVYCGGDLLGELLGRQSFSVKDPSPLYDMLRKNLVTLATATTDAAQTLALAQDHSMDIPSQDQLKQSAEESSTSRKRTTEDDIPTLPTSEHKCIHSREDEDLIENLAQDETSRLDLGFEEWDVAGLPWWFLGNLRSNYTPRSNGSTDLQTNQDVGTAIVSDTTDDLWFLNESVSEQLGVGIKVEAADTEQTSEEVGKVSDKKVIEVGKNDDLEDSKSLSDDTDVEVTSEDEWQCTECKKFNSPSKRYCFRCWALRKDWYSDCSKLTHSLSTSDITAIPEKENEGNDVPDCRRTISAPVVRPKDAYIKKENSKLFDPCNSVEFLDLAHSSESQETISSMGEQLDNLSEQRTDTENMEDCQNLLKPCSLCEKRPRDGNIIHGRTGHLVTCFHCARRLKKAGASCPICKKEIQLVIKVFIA
# Target sequence (Q00987 whole entry, looked up): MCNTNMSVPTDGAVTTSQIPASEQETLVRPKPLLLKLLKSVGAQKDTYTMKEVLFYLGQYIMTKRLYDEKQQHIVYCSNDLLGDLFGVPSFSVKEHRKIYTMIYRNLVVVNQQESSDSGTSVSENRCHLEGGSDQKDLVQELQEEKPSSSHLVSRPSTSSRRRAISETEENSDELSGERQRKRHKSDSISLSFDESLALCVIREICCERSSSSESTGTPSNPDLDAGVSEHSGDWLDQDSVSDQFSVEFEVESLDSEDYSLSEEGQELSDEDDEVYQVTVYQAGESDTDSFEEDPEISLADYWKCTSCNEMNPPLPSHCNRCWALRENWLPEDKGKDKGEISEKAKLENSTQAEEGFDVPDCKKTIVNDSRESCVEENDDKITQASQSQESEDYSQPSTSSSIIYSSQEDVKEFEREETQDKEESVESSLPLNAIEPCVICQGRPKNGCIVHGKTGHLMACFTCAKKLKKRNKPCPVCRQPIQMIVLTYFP
# * marks the source's active call; other numbers are inactive results; x = no result given.
SMILES,tim10-1 inh,TIM10 inh,UPR XBP1 act,NR3A LBD binder,UPR CHOP act,APJ ag,tim23-1 inh,NALP3 yeast inh,Mdm2 MdmX PPI
O=C(Nc1ccccc1)N1CCN2C(=O)c3ccccc3C12c1ccccc1 (stereo not drawn),33,22,-2,2,0.6,1,19,7,20
O=C(CN1CCN(c2cccc(C(F)(F)F)c2)CC1)Nc1cccc(C(F)(F)F)c1,33,22,-2,0,-3.5,-2,0,8,2
COc1ccc(NC(=O)CCCCCN2C(=O)c3ccccc3C2=O)c(OC)c1,-1,-9,-6,1,1.4,2,-3,11,17
Cc1csc(NC(=O)c2cnccn2)n1,9,3,0,3,-0.8,-4,11,-10,8
Nn1c(Cc2ccccc2)n[nH]c1=S,6,-12,0,0,-2.4,-2,5,6,-12
C=CCc1cc(Cl)ccc1OCCCNC(C)CC (stereo not drawn),16,12,1,2,0.2,-5,16,37,11
Cc1cc(NC(=O)Cn2ccc([N+](=O)[O-])n2)no1,7,10,0,2,0.8,-2,-9,-3,7
CCOC(=O)c1ccc(NC(=O)N2CCc3ccccc3C2)cc1,10,15,-4,1,1.5,7,40,32,-12
O=C(O)c1ccc(OS(=O)(=O)c2ccc(Cl)s2)cc1,3,-3,-1,3,0.3,3,14,19,3
Oc1ccc(C[C@H]2CNCCN2CCc2cc(C(F)(F)F)cc(C(F)(F)F)c2)cc1,15,12,2,1,2.5,-3,-1,10,58*
NC(N)=NS(=O)(=O)c1ccc(N/C=C/C(=O)c2ccc(Cl)c(Cl)c2)cc1,-4,-8,5,13*,-0.3,5,-6,18,10
COc1ccc(-c2cnc3c(-c4ccc(F)cc4)cnn3c2N)cc1,-2,7,-1,-11,6.4,-2,9,12,-90
Cc1ccc2[nH]c(=O)c(-c3noc(C(C)C)n3)cc2c1,22,10,-3,0,-1.3,-2,0,9,-17
O=C1N[C@@H](Cc2ccccc2)C(=O)N2[C@H]1C[C@]1(Br)c3ccccc3N(S(=O)(=O)c3ccccc3)[C@H]21,8,-2,0,0,-2.3,13,6,17,-37
CCOC(=O)C1C(=O)CC(O)(c2ccccc2)CC1c1ccccc1 (stereo not drawn),23,11,5,8,0.1,-3,32,29,3
COc1ccc(C(c2sc3ncnn3c2O)N2CCN(c3ccccc3F)CC2)cc1OC (stereo not drawn),-14,-4,-1,-1,20,4,1,-1,-2
COc1ccc(-c2[nH]nc3c2C(c2ccncc2)C(C#N)=C(N)O3)cc1 (stereo not drawn),11,4,-3,0,-0.7,13,6,2,-7
O=C1CCCC2=C1C(c1cccs1)n1ncnc1N2 (stereo not drawn),15,13,-2,2,0.4,-2,9,6,32
O=C(NCc1ccccc1)c1cc(S(=O)(=O)N2CCC3(CC2)OCCO3)ccc1F,34,13,-1,-6,0.2,1,24,2,-8
Cc1cc2c(cc1C)N(Cc1ccc(Cl)cc1)C1=NCCCN12,9,13,-2,-1,-0.4,-1,6,15,56*
S=C(Nc1ccccc1Cl)N(CCCN1CCOCC1)Cc1ccco1,17,-11,1,-6,0.9,-1,6,-5,16
CCCCOc1cccc(C2/C(=C(\O)c3ccc4c(c3)OCCO4)C(=O)C(=O)N2CCN2CCOCC2)c1 (stereo not drawn),-2,4,1,-2,0.3,1,17,1,16
Cc1cc(C(=O)COc2ccccc2[N+](=O)[O-])c(C)n1-c1cccc(S(=O)(=O)N2CCOCC2)c1,17,5,-1,2,0.9,1,7,11,71*
C[C@H](CO)N1C[C@H](C)[C@@H](CN(C)S(C)(=O)=O)Oc2ccc(NC(=O)C3CC3)cc2C1=O,4,1,-2,-3,-0.2,3,0,24,-9
CC(OC(=O)c1ccccc1C(=O)N(C)c1ccccc1)C(=O)Nc1ccc(C(N)=O)cc1 (stereo not drawn),10,-3,1,1,-0.5,-3,-5,12,-3
N#C/C(=C\c1ccc(OCCN2CCOCC2)cc1)C(=O)Nc1ccccc1F,5,9,0,-2,2.8,10,19,11,-5
CCCCNCc1cc(Br)c(OCc2cccs2)c(OC)c1,-7,8,4,1,-0.5,-3,3,23,45
Cc1ccc(S(=O)(=O)N(C)C)cc1NC(=O)CSc1nc2ccccc2[nH]1,8,9,-2,2,0.4,3,2,2,13
O=C1CCCN1c1cc(Cl)ccc1Cl,-6,-16,1,-1,1.0,-2,12,0,-11
O=C(c1ccccn1)c1conc1C(=O)c1ccc(Br)cc1,69*,72*,3,3,0.5,1,78*,69*,-12
CCCNC(=S)Nc1ccc2nc(-c3ccccn3)c(-c3ccccn3)nc2c1,18,13,2,0,2.8,4,-2,-10,-11
O=C(Nc1ccc2oc(-c3cccc4ccccc34)nc2c1)c1ncn[nH]1,22,36,2,-6,9.7,2,23,9,-61
CCN(CC(=O)NCCCN1CCOCC1)S(=O)(=O)c1cc(Cl)ccc1Cl,-5,8,-2,0,1.5,1,3,6,20
O=C(C[C@H]1C[C@H](C(=O)N2CCCCC2)[C@@]2(CCc3ccccc3)c3[nH]c4ccc(Cl)cc4c3CCN2C1=O)NCc1cccc(C(F)(F)F)c1,23,3,4,-2,18,x,41,x,66*
CCCCn1c(N)c(N(Cc2ccccc2OC)C(=O)C(C)Oc2ccc(Cl)cc2)c(=O)[nH]c1=O (stereo not drawn),-11,8,-6,2,-1.3,-13,12,9,9
O=C1c2oc3ccccc3c(=O)c2C(c2cccc(F)c2)N1CCCO (stereo not drawn),-4,1,-3,-2,-0.8,-3,-6,15,11
COc1ccc(/C=C/c2nc(-c3ccccc3)cc(=O)[nH]2)cc1,11,11,-3,2,0.2,-1,20,11,15
CC(C)NC(=O)c1cnn2c1NC(c1cccs1)CC2C(F)(F)F (stereo not drawn),26,7,1,2,0.4,-2,16,10,28
Cn1c(=O)c2c(ncn2CC(=O)Nc2nccs2)n(C)c1=O,-10,-2,5,-1,-1.8,-4,9,3,24
O=C(NCC1CCCO1)c1cc(-c2ccc(Cl)cc2Cl)on1 (stereo not drawn),38,21,-1,2,3.0,-13,31,34,-123
CC(=O)Nc1ccccc1NC(=O)COc1cccc2ccccc12,19,5,-2,1,3.1,3,9,14,-6
COC(=O)COc1ccc(-c2nccc(-c3ccccn3)n2)cc1,43*,30,-7,2,-5.6,-3,19,21,9
Cc1cccc(COc2ccc(/C=N/NC(=O)c3nnn(-c4nonc4N)c3COc3ccc(F)cc3)cc2)c1,-1,-31,37*,25*,6.9,-1,-23,9,46
CC(C)c1ccc(S(=O)(=O)N2CCN(C(=O)CCNC(=O)Nc3ccccc3)CC2)cc1,18,12,-1,0,-0.5,-3,21,14,28
Cc1cccnc1NC(=O)CNC(=O)C12CC3CC(CC(Cl)(C3)C1)C2,18,9,-1,3,1.7,-1,12,20,19
CCCc1nc2oc3c(Cl)ncnc3c2c2c1CCCC2,22,33,7,0,3.4,-3,43,25,100*
Cc1nn(C(C)C(=O)NCC2CCCO2)c(C)c1[N+](=O)[O-] (stereo not drawn),-1,-9,-1,-2,-2.9,-3,11,2,2
Cc1ccccc1N1CC(=O)Nc2c(oc3nc(-c4ccccc4)cc(C)c23)C1=O,-12,9,-3,-3,1.9,0,11,-7,31
Cc1cccc(C(=O)N[C@H](C(=O)Nc2ccc(C)c(S(=O)(=O)N(C)C)c2)C(C)C)c1,9,-5,-2,-1,-0.9,-3,-8,-9,23
COC(=O)c1ccc(-c2ccco2)n1Cc1cc(C)ccc1C,6,-22,-1,-3,0.4,-8,0,0,-15
CC[C@H](C)[C@@H](C(=O)N1CCNCC1)n1cc([C@@H](N)Cc2ccc(O)cc2)nn1,-4,-3,-1,0,-1.7,2,15,5,-13
Cc1ccc(C(=O)NCc2cccnc2)cc1S(=O)(=O)Nc1ccccc1,7,1,-2,0,-1.2,-1,8,-14,14
COc1cc(NS(=O)(=O)c2ccc(C)cc2C)cc(OC)c1OC,6,10,-1,2,2.0,7,8,14,36
OC(CN1C2=NCCN2c2ccccc21)c1ccccc1 (stereo not drawn),-21,-7,-6,1,1.3,-7,-9,10,19
C/C=C\C=C/C(=O)Nc1cccc(C2=NOC3(C2)C[C@@H](C(N)=O)N(C(=O)/C=C/C=C\C)C3)c1 (stereo partly drawn),-13,3,-2,-2,2.9,7,8,5,22
Cc1nc(SCc2nc3ccc([N+](=O)[O-])cc3[nH]2)c2oc3ccccc3c2n1,15,-8,7,-2,2.7,-2,37,37,42
COc1ccc(NC(=O)/C=C/c2ccc3c(c2)OCO3)cc1,-11,33,4,1,5.1,-2,-20,12,-25
Cc1ccc(N2CCN(CCCN3C(=O)C4CCCN4C3=O)CC2)cc1 (stereo not drawn),-9,2,-2,-6,-1.1,-2,-1,12,3
COc1ccc(-c2csc(/N=C/N(C)C)n2)cc1OC,-1,13,0,-2,5.8,-2,13,4,-7
CCc1cc2c3c(c1)C1(C(=O)N3C(C)(C)C=C2C)C(C#N)=C(N)Oc2[nH]c(=O)[nH]c(=O)c21 (stereo not drawn),38,29,8,-3,-0.2,0,38,18,57*

# Next section; it opens with the 3 that closed the last part.
SMILES,tim10-1 inh,TIM10 inh,UPR XBP1 act,NR3A LBD binder,UPR CHOP act,APJ ag,tim23-1 inh,NALP3 yeast inh,Mdm2 MdmX PPI
Cc1ccc(N2CCN(CCCN3C(=O)C4CCCN4C3=O)CC2)cc1 (stereo not drawn),-9,2,-2,-6,-1.1,-2,-1,12,3
COc1ccc(-c2csc(/N=C/N(C)C)n2)cc1OC,-1,13,0,-2,5.8,-2,13,4,-7
CCc1cc2c3c(c1)C1(C(=O)N3C(C)(C)C=C2C)C(C#N)=C(N)Oc2[nH]c(=O)[nH]c(=O)c21 (stereo not drawn),38,29,8,-3,-0.2,0,38,18,57*
O=C(NCC1CCCCC1)C1CCCN(C(=O)NC2CCCCC2)C1 (stereo not drawn),26,7,1,1,0.9,-2,15,11,-17
Cc1ccc(NC(=O)COC(=O)Cc2ccsc2)cc1S(=O)(=O)N(C)C,-5,8,-1,1,-2.4,-4,0,10,2
OCCN(Cc1ccccc1)C(=S)NC1CCCCC1,4,6,-4,-1,-2.2,0,13,9,10
O=C(CSc1c2c(nc3cc(Cl)ccc13)CCCC2)NCCN1CCOCC1,17,17,-3,-3,-2.2,-2,24,9,28
CCN(CC)c1ccc(/C=N/NC(=O)c2c(Cl)cnn2C)c(O)c1,36,58*,2,-1,-0.9,4,67*,18,71*
Cc1c(C(=O)OCC(C)C)[nH]c2c1C(=O)CC(c1ccco1)C2 (stereo not drawn),26,10,8,-7,3.3,-2,21,15,75*
CC(=O)OC[C@]1(OC(C)=O)C[C@@]23CC[C@H]4[C@@](C)(CCC[C@@]4(C)C(=O)O)[C@@H]2CC[C@@H]1C3,-4,15,3,-8,-0.2,-6,24,34,-8
C=CCn1c(SCC(=O)Nc2ccc(NC(=O)c3ccco3)c(OC)c2)nnc1-c1ccncc1,22,14,-1,-2,-2.4,0,11,0,-4

# Compounds were not picked by outcome, and some 8.2% of all compounds hit somewhere here.
